Kir21 block – Kir2.1 (mouse) channel inhibition; 0.85% of 310,000 active; HEK293-Kir2.1, FluxOR thallium flux fluorescence; stronger effect = lower value; P35561; AID 1672; B-score at 10 µM;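 active = fluorescence ratio B-score at or below minus 3 SD of library scores, with starting-brightness B-score within 2 SD, cut at about -4.2 in these data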;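 also: channel flux triggered by added potassium and thallium sulfate stimulus; B-score of peak minus minimum fluorescence over baseline after thallium stimulus; more negative B-score means stronger Kir2.1 block with less thallium influx; some compounds called inactive have numbers as strong as hits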
Target sequence (P35561 whole entry, looked up): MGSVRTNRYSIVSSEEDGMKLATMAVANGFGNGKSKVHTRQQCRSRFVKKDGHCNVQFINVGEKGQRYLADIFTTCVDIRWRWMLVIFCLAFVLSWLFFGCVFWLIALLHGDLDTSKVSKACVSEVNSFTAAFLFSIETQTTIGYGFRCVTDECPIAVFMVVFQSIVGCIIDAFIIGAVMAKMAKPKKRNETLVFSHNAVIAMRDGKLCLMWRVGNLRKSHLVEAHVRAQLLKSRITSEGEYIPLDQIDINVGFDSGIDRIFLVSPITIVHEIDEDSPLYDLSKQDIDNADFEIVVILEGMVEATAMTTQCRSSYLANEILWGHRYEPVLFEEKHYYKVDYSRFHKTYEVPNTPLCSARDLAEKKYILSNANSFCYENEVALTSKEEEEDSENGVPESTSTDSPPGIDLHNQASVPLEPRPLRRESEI
STK33 inh – human STK33 kinase inhibition; AID 2661; 0.073% of 320,000 active; Q9BYT3; purified STK33, MBP phosphorylation, ADP-Glo luminescence; inhibition, % at 10 µM;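 active = inhibition at or above 25%, using the most active replicate where run in duplicate; inactive = inhibition below 25%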
Target sequence (Q9BYT3 whole entry, looked up): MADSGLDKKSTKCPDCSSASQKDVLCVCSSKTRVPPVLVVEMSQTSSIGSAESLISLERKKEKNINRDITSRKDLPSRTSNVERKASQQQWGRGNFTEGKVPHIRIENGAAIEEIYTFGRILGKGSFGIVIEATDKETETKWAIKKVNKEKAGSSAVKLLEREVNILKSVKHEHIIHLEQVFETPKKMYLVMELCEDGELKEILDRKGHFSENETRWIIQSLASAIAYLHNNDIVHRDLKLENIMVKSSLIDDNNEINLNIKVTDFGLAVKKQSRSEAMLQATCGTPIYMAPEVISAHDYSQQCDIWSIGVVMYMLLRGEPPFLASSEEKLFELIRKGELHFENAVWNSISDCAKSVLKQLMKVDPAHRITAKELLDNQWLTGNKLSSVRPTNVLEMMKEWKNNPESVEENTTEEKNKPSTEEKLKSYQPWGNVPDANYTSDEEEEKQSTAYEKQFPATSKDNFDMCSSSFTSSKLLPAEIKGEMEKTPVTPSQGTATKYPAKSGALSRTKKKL
KCNQ2 block – KCNQ2 potassium channel inhibitors, primary screen, cell-based, CHO-K1, FluxOR thallium flux, B-score (AID 2156) | O88943 | 20 min; stronger effect = lower value | B-score at 10 µM | 1.1% of 310,000 active;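 active = fluorescence ratio B-score at most minus 3 library SDs, with starting brightness B-score within 2 library SDs, cut at about -5.5 in these data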
The depositor's hits bear a star; i = inactive; . = not tested or not shown.

The first 5 compounds, ahead of the listing:
Kir21 block,STK33 inh,Molecule,KCNQ2 block
-0.28,-1.7,Cc1cc(=O)[nH]c(-c2ccc(C(F)(F)F)cc2)n1,i
-0.18,-2.3,Cc1cccc(OCC(=O)NCCNC(=O)c2cnccn2)c1,i
-0.56,0.0,CC(C)(O)C#Cc1ccc(C(=O)N2CCN(c3ccccc3)CC2)cc1,i
-0.04,0.1,COc1ccc(Cl)cc1-n1c(C)ccc1C,i
-0.03,-1.5,CC(NC(=O)CCOc1ccccc1)c1ccccc1 (stereo not given),i

This part in full, from the start:
Kir21 block,STK33 inh,Molecule,KCNQ2 block
-0.28,-1.7,Cc1cc(=O)[nH]c(-c2ccc(C(F)(F)F)cc2)n1,i
-0.18,-2.3,Cc1cccc(OCC(=O)NCCNC(=O)c2cnccn2)c1,i
-0.56,0.0,CC(C)(O)C#Cc1ccc(C(=O)N2CCN(c3ccccc3)CC2)cc1,i
-0.04,0.1,COc1ccc(Cl)cc1-n1c(C)ccc1C,i
-0.03,-1.5,CC(NC(=O)CCOc1ccccc1)c1ccccc1 (stereo not given),i
1.9,-2.0,Cc1ccc(C(O)c2cccnc2)o1 (stereo not given),i
-0.02,-1.9,COc1ccc(/C=C/c2c([N+](=O)[O-])c(=O)n(C)c(=O)n2C)c(OC)c1,i
-1.4,0.0,Cc1nnc2n(C)c(=O)c3c4c(sc3n12)COC(C)(C)C4,i
-1.8,0.6,CCOC(=O)N1CCC(N2CCCC(C(=O)c3cccc(OC)c3)C2)CC1 (stereo not given),i
1.4,-0.9,O=C(Nc1ccnn1C1CCN(Cc2cc(Cl)ccc2O)CC1)c1cccnc1,i
-1.6,1.6,COc1ccc(OC)c(C2/C(=C(/O)c3ccccc3)C(=O)C(=O)N2Cc2ccco2)c1 (stereo not given),i
0,-0.8,Cc1cccc(N/C(N)=N/c2nc(C)c(Cc3ccccc3)c(=O)[nH]2)c1,i
-1,0.6,Cc1ccc(C)n1-n1c(C)nc2scc(-c3ccccc3)c2c1=O,i
1.3,-0.1,Cc1sc(N(C(=O)CCc2ccccc2)c2ccc(C(=O)O)cc2)nc1-c1ccccc1,i
-1.3,1.9,Cc1ccc(NC(=O)C2CCN(S(=O)(=O)c3ccc4c(c3)CCCC(=O)N4)CC2)cc1N(C)C,i
0.61,1.2,O=c1cc(CSc2nnc(COc3ccccc3)o2)c2ccccc2[nH]1,i
0.99,-0.9,Cc1cc(C)cc(NC(=O)COC(=O)c2cc(=O)[nH]c(=O)[nH]2)c1,i
0.85,-0.5,COc1ccc(NC(=O)Cn2nnc(C(=O)NCc3ccc4c(c3)OCO4)c2N)cc1,i
0.97,-0.4,COc1ccc(C(C(=O)NC(C)(C)C)N(C(=O)CNC(=O)c2cccs2)c2ccc(C(C)C)cc2)cc1OC (stereo not given),i
0.04,-1.7,CC(=O)N(C(C)=O)c1nc(-c2ccccc2)cn1/N=C/c1ccccc1,i
-0.71,-0.5,CC1(C)CC(=O)C2=C(C1)N(c1ccc(F)cc1)C(=O)C2(NC(=O)c1ccccc1)C(F)(F)F (stereo not given),i
-3.8,0.1,CC(C)CC(=O)N1CCC(N(CCc2ccccc2)Cc2ccccc2)CC1,i
0.13,-1.4,Cc1cc(OCC(=O)OCC(=O)N(C)c2c(N)n(Cc3ccccc3)c(=O)[nH]c2=O)ccc1Cl,i
-1.9,-0.5,Cc1ccc(C)c(S(=O)(=O)N2CCCC2CNC(=O)c2ccc([N+](=O)[O-])cc2)c1 (stereo not given),i
-0.02,2.3,CC(=O)N1c2ccc(S(=O)(=O)N3CCOCC3)cc2CC1C (stereo not given),i
-1.9,-0.8,COc1ccc(C2(C(=O)Nc3ccc(C)c(C)c3)CCOCC2)cc1,i
0.79,-1.8,Cc1cc(C)c2c(c1)/C(=N/NC(=S)Nc1ccc(F)cc1)CCC2,i
1.9,1.3,COc1ccc(Cl)cc1C(=O)NCC#N,i
-0.9,-0.9,O=c1cc(CO)oc(CN2CCN(c3cccc(C(F)(F)F)c3)CC2)c1O,i
0.31,-0.1,CCOc1ccc2nc(NC(=O)c3c([N+](=O)[O-])cnn3CC)sc2c1,i
0.53,-0.4,Cc1cc(=O)oc2c3c(cc(OCC(=O)N[C@H](C(=O)O)c4ccccc4)c12)OC(C)(C)CC3,i
1.4,-1.8,COC(=O)NCc1ccc2c(c1)OCO2,i
0.34,-1.8,CCc1ccccc1NNC(=O)c1snnc1C,i
0.78,-0.2,O=C(NC1=NCCS1)c1ccccc1,i
-0.12,-1.0,C[C@H](NC(=O)OCc1ccccc1)c1nnc([C@H](Cc2ccccc2)NC(=O)OC(C)(C)C)o1,i
-0.1,-0.3,Cc1ccc(-c2cc(C(=O)NCCCn3ccnc3)c3ccccc3n2)s1,i
-0.77,1.3,O=C(c1ccccc1)C1CCc2occc2C1=O (stereo not given),i
-3,0.5,CCCC1=NN(C(=O)Cc2ccc(OC)c(OC)c2)C(O)(C(F)(F)F)C1 (stereo not given),i
1.6,-1.2,COc1ccc(C2=CC(c3ccc(C)cc3)n3nnnc3N2)cc1 (stereo not given),i
-0.22,-0.1,O=C1CC(C(=O)Nc2ccc(F)cc2)n2cnnc2N1 (stereo not given),i
0.13,0.3,CCc1ccc(OCC(=O)NNC(=O)c2cnccn2)c(Br)c1,i
1.1,-0.9,CCN(CC)c1ccc(/C=N/Nc2nc(C)cc(=O)[nH]2)cc1,i
0.76,0.2,COc1ccc(C(=O)Nc2cc(OC)c(Cl)cc2Cl)cc1,i
-0.21,-0.7,COc1ccc(CNC(=O)c2sc(=S)n(-c3ccccc3)c2N)cc1,i
0.57,0.1,O=C(CSc1ccc(Cl)cc1)NC1CCCc2ccccc21 (stereo not given),i
0.04,-0.1,O=C(Nc1ccc(C(=O)N2CCCCC2)cc1)c1ccc(Br)cc1,i
2.9,1.1,CC12CCC(C(=O)O)(c3nc4cc([N+](=O)[O-])ccc4nc31)C2(C)C (stereo not given),i
-0.81,-0.3,C[C@@H]1C=C[C@](Cc2ccccc2)(C(=O)NCCc2c[nH]c3ccccc23)N1C(=O)c1ccccc1,i
1.1,-1.9,Cc1ccc(CN2CCN(Cc3ccc(Oc4ncccn4)cc3)CC2CCO)cc1 (stereo not given),i
-0.22,-1.0,FC(F)(F)c1ccc(Oc2ccccc2Cl)nc1,i
0.82,8.4,CNC(=O)c1ccc(-c2cc(C(F)(F)F)nn2C)s1,i
-0.45,-1.3,COC(=O)c1cn(NC(=O)/C=C/c2cccc(OC)c2OC)c(=O)c2ccccc12,i
-6.4*,3.8,CC(C)Nc1ccc(Nc2ccnc3cc4ccccc4cc23)cc1,i
0,-0.4,O=C(NCC[C@@H]1C[C@@H]2C=C[C@H]1C2)c1cc(COc2ccc(F)cc2F)on1,i
0.64,-0.1,Cc1ccc(S(=O)(=O)CCN2CCN(c3ccccn3)CC2)cc1,i
0.1,.,Cc1ccc(Nc2nc(-c3ccc(O)c(O)c3)cs2)nc1,i
0.7,-1.6,COc1ccc(CCNC(=O)CCC(=O)N2CCN(S(=O)(=O)c3ccccc3)CC2)cc1OC,i
0.38,-0.8,Cc1cccc(C)c1N(CC(=O)N/N=C/c1cc(Br)c(C)o1)S(C)(=O)=O,i
-0.85,0.1,Cc1ccc2nc(-c3cc(N)cc(N)c3)oc2c1,i
-1.5,-0.1,O=C(Nc1cc(C(F)(F)F)ccc1N1CCOCC1)c1ccccc1F,i

Random excerpt: 2 entries already listed
Kir21 block,STK33 inh,Molecule,KCNQ2 block
0.64,-0.1,Cc1ccc(S(=O)(=O)CCN2CCN(c3ccccn3)CC2)cc1,i
0.04,-0.1,O=C(Nc1ccc(C(=O)N2CCCCC2)cc1)c1ccc(Br)cc1,i

Other records
Kir21 block,STK33 inh,Molecule,KCNQ2 block
-0.86,-0.8,COc1ccc(CCNC(=O)COC(=O)Cc2ccc(OC)cc2)cc1,i
1.1,-3.4,CC(CNC(=O)c1ccc(-c2ccccc2)cc1)CN(C)C (stereo not given),i
-1,0.7,O=C(Nc1ccc2ccccc2c1)/C(=C\c1ccc2c(c1)OCO2)NC(=O)c1ccco1,i
0.63,-0.2,Cc1cc(-c2ccc(C(C)C)c(S(=O)(=O)Nc3cc(C)on3)c2)on1,i
0.45,0.3,CCOC(=O)C1=C(C)NC(C)=C(C(=O)OCC)C1c1ccco1,i
-0.01,0.1,Cc1ccc2nc(N3CCN(C=O)CC3)nc(-c3ccccc3)c2c1,i
0.07,-2.2,O=c1cc(N2CCc3ccccc32)[nH]c(=O)n1Cc1ccc(F)cc1,i
0.19,-0.9,COc1ccccc1Nc1ncccc1[N+](=O)[O-],i
-0.47,0.5,O=C(Nc1nncs1)C1c2ccccc2Oc2ccccc21,i
1.3,-0.7,CCC(=O)Nc1cc(C)c(NC(=O)c2ccco2)cn1,i
-0.02,-2.2,Cc1c(C)c2ccc(OS(C)(=O)=O)c(C)c2oc1=O,i
-0.07,-0.3,O=c1[nH]cnc2c1ncn2[C@@H]1C[C@@H](O)[C@H](CO)O1,i
0.69,-1.7,COc1cccc(CNC(=O)Cn2ccc3cc(S(=O)(=O)N4CCC(C)CC4)ccc32)c1,i
-0.71,-1.1,COC(=O)Cc1c(C)c2ccc(OCc3nn[nH]n3)cc2oc1=O,i
-1.2,-0.6,O=[N+]([O-])c1cc(C2Nc3cccc4cccc(c34)N2)ccc1Cl,i

Individual results from the results shown.
For STK33 inh, `Cc1cc(C)cc(NC(=O)COC(=O)c2cc(=O)[nH]c(=O)[nH]2)c1` has the entry -0.9
For Kir21 block, `Cc1nnc2n(C)c(=O)c3c4c(sc3n12)COC(C)(C)C4` has the entry -1.4
For Kir21 block, `COc1ccc(Cl)cc1C(=O)NCC#N` has the entry 1.9
For Kir21 block, `Cc1cc(OCC(=O)OCC(=O)N(C)c2c(N)n(Cc3ccccc3)c(=O)[nH]c2=O)ccc1Cl` has the entry 0.13
For Kir21 block, `CC(NC(=O)CCOc1ccccc1)c1ccccc1` (stereo not given) has the entry -0.03

Other results follow.
Kir21 block,STK33 inh,Molecule,KCNQ2 block
-0.01,-0.3,CCc1ncc(CN2CCCC(C(=O)Nc3cccc(-c4ccc(F)cc4)c3)C2)cn1 (stereo not given),i
-0.23,-0.4,CC(=O)c1cnc2nc(SCc3ccc(Cl)cc3)nn2c1C,i
-0.05,3.5,NS(=O)(=O)c1ccc2nc(NC(=O)c3ccncc3)sc2c1,i
1.6,-0.8,O=C(Cc1ccccc1)NCCc1cn2ccsc2n1,i
0.14,-0.7,O=S(=O)(c1cccc(Cl)c1)N1CCCC1,i
0.93,-0.3,CCC(c1nnc(SCC(=O)NNC(=O)c2ccccc2)n1Cc1ccccc1)N(C)C (stereo not given),i
0.22,0.5,CCOC(=O)CC1C(=O)NCCN1C(=O)c1sc2ccccc2c1Cl (stereo not given),i
0.76,-0.7,CC[N+](CC)(CC)CCCCOc1ccc2c(c1)C(=O)c1cc(OCCCC[N+](CC)(CC)CC)ccc1-2,i
1.1,-0.8,O=C(OCc1nnc(-c2ccc(Br)cc2)o1)c1cncc(Br)c1,i
-2,0.3,CCOC(=O)c1c(NC(=O)CN2CCCCC2)sc2c1CCCC2O (stereo not given),i
-1.4,-1.3,Cc1cc(C)cc(N(C(=O)Cn2nnc(-c3ccccc3)n2)C(C(=O)NC2CCCCC2)c2ccccn2)c1 (stereo not given),i
1.1,-3.7,Cc1ccc(OCC(=O)c2ccc3c(c2)CCCC3)cc1C,i
1.4,-0.2,COc1ccc(C(CNC(=O)c2cc3c(s2)CCCC3)N2CCOCC2)cc1 (stereo not given),i
-0.31,-3.0,CSc1nc2c(c(C(F)(F)F)n1)CC(C)CC2 (stereo not given),i
2.4,-1.4,O=C(CSc1ccc(-c2ccc(F)cc2)nn1)NCc1ccco1,i
-0.08,-1.1,COc1cccc(C(=O)N2CCN(Cc3ccccc3Br)CC2)c1,i
0.72,-2.0,Cc1nn(-c2ccccc2)c(C)c1C=O,i
0.42,-2.1,CCN(CC(=O)Nc1c(F)cccc1F)C(=O)c1cc(S(=O)(=O)N2CCOCC2)ccc1N1CCCC1,i
0.02,0.0,C=CCc1cccc(C2Nc3ccccc3C(=O)N2O)c1O (stereo not given),i
-1.4,-2.8,CSc1cccc(NC(=O)CN(C)S(=O)(=O)c2cnc[nH]2)c1,i
-1.3,0.5,CCOC(=O)C(Sc1ncc(C#N)c(N)n1)C(C)C (stereo not given),i
-0.85,1.8,CCOc1ccccc1C1CC(=O)Nc2cc(C)c(C)cc21 (stereo not given),i
1.4,-3.6,CC(C)c1nc(Cl)c(C#N)c2c1CCC2,i
-0.38,-1.0,CCOc1ccccc1NC(=O)NCc1ccco1,i
-0.05,1.0,O=C(N/N=C1\CCS(=O)(=O)c2ccc(F)cc21)c1ccc([N+](=O)[O-])cc1,i
-0.18,-0.9,CCCCc1cc(=O)oc2c(C)c(OCc3nn[nH]n3)ccc12,i
-0.02,-1.2,Cc1ccc(C(C)C)c(OCCCN2CC(C)OC(C)C2)c1 (stereo not given),i

High-throughput results deposited in PubChem by several laboratories.
